Assay outcomes from PubChem.
M4 antag: CHRM4 antagonism in calcium assay; AID 624125; CHO-hM4 cells, ACh EC80, Fluo-8 calcium fluorescence; 360,000 tested, 0.73% active; P08173; inhibition, % at 3 µM;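 active means inhibition above its plate's cutoff, the mean inhibition of sample wells plus 3 SD, cut at about 27% in these data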;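 further: 0% = acetylcholine EC80 with DMSO and 100% = DMSO without agonist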
Target sequence (P08173 whole entry, looked up): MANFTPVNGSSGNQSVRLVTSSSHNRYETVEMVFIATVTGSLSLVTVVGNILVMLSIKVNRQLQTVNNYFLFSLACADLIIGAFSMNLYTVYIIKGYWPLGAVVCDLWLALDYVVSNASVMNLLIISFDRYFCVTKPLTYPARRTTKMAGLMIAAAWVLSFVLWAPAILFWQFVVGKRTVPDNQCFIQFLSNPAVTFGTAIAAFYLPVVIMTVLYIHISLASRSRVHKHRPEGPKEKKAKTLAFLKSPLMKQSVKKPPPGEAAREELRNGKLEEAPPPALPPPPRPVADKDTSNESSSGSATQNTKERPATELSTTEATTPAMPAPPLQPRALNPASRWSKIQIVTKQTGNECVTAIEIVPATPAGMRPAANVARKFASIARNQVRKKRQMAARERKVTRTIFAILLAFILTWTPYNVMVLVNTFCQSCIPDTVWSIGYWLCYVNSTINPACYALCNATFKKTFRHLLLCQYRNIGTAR
CRFR2-BP ag: agonists of human CRF-binding protein/CRF-R2 receptor complex. HEK293 CRF-R2/CRF-BP, calcium dye fluorescence (FLIPR); percent of saturating CRF peptide response. activation, % at 13.2 µM. 350,000 tested, 0.46% active;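 active means activation of at least 50%, plus an integration ratio under a set limit after plate pattern correction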;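 further: plate controls were neutral control wells without compound for no effect and CRF at EC100 for full effect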
M5 PAM: CHRM5 positive allosteric modulation; 360,000 tested, 0.3% active; activation, % at 3 µM; AID 624038; CHO-K1 hM5, Fluo-8 calcium, ACh EC20 PAM; 0% = ACh EC20, 100% = ACh EC100;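 active means activation above the run cutoff, the mean activation of all test compounds plus 3 SD, cut at about 18% in these data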
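System – CHO-K1 hM5 cells · Compound – 3 µM, single dose · Incubation – compound preincubation 140 s before EC20 acetylcholine addition · Technique – Fluo-8 calcium fluorescence · Measure – Max/basal fluorescence ratio as % of EC20–EC100 ACh window · Benchmarks – low control EC20 acetylcholine (0%), high control EC100 acetylcholine (100%) · Replication – singlicate, one well per test compound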
CHRM5 agonist: agonists of human muscarinic M5 receptor (CHRM5) | activation, % at 3 µM | CHO-K1 hM5 cells, Fluo-8 calcium fluorescence; 0% DMSO wells, 100% maximal acetylcholine response | P08912 | AID 624037 | 360,000 tested, 0.19% active;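 active means activation above the run's mean over test compounds plus 3 SD, cut at about 23% in these data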;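 further: signal is peak over basal fluorescence ratio across the kinetic read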
M1 PAM: potentiates human M1 receptor response to acetylcholine. 360,000 tested, 0.088% active. activation, % at 3 µM. CHO-K1 hM1, Fluo-8 calcium fluorescence, ACh EC20; 0% = ACh EC20, 100% = maximal ACh. P11229; in the data active means activation above about 19%, passing the limit was not always enough
Target sequence (P11229 whole entry, looked up): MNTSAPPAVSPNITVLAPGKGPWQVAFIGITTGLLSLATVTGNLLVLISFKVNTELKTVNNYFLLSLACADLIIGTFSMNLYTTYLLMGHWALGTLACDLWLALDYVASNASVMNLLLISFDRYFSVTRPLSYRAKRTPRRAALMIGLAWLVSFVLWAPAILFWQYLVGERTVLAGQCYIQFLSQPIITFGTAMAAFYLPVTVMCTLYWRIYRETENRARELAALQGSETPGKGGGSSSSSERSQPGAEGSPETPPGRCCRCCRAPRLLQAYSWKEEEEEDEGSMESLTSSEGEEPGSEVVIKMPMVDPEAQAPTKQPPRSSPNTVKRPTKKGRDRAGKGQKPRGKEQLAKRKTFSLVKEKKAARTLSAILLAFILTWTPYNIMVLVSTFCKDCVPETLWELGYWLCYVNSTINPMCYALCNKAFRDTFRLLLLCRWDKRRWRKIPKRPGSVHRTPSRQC
CRFR2-BP antag: blocks CRF-induced signaling of the CRF-BP/CRF-R2 complex. HEK293 CRF-R2/CRF-BP, CRF-induced calcium fluorescence. inhibition, % at 11.8 µM. 350,000 tested, 0.59% active. AID 588475;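 active means inhibition of the ligand-induced calcium signal above about 50% at the single tested concentration, limit read from the data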
CHRM4 PAM: positive allosteric modulators of human muscarinic M4 receptor; P08173; CHO-K1 hM4/Gqi5, Fluo-8 calcium fluorescence, ACh EC20; 0% = ACh EC20, 100% = maximal ACh; activation, % at 3 µM; 360,000 tested, 0.4% active; AID 624126;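 active means activation above its plate's cutoff, the mean activation of sample wells plus 3 SD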; further: some results filed as inactive read as strong as hits
M5 antag: CHRM5 antagonism in calcium assay. P08912. CHO-hM5 cells, Fluo-8 calcium fluorescence, ACh EC80. inhibition, % at 3 µM. 360,000 tested, 0.59% active;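 active means inhibition above a per-plate cutoff, the mean of that plate's test compounds plus 3 SD, cut at about 27% in these data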;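 further: 0% = acetylcholine EC80 with DMSO and 100% = DMSO without agonist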
M4 ag: agonists of human muscarinic M4 receptor (CHRM4); P08173; CHO-K1 hM4/Gqi5, Fluo-8 calcium fluorescence; vehicle 0%, full acetylcholine response 100%; activation, % at 3 µM; 360,000 tested, 0.14% active;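 active means activation above the run mean over all test wells plus 3 SD, cut at about 32% in these data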;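 further: peak over basal fluorescence ratio per well then scaled between controls; 0% = DMSO wells and 100% = acetylcholine at EC100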
* = called active by the depositor; nt = no result given.

1	Cc1cc(C)n(-c2nc(O)cc(=O)[nH]2)n1
2	C=CCNC(=O)C1CC2Cn3c(nc4cc5ccccc5cc43)C2N1C (stereo not drawn)
3	COc1ccccc1NC(=O)/C(=C\c1cccnc1)NC(=O)c1ccccc1
4	CCCC(=O)Nc1ccc(S(=O)(=O)N2CCOCC2)cc1
5	COc1cccc(CN2CCC2(C)C(=O)Nc2ccc(Cl)c(Cl)c2)c1F (stereo not drawn)
6	Cc1ccc(CSc2nnc(SCC(=O)N/N=C/C=C/c3ccco3)s2)cc1
7	COc1cccc(CNCc2ccc(SC)cc2)c1OC
8	S=C(NCCCCN(Cc1ccc(Cl)cc1)c1ccc(Br)cn1)NCCCc1cnc[nH]1

Screen / compound no.	1	2	3	4	5	6	7	8
M4 antag	-1	-2	-9	-3	-21	6	-2	11
CRFR2-BP ag	3.3	-3.0	-0.4	0.9	nt	-1.8	0.0	nt
M5 PAM	4	-4	0	1	-8	2	-7	-1
CHRM5 agonist	1	-2	0	0	-2	0	0	-4
M1 PAM	0	4	3	-5	1	8	-3	-22
CRFR2-BP antag	-25	5	8	2	nt	-3	4	nt
CHRM4 PAM	-3	2	1	9	-4	2	-6	0
M5 antag	-6	20	2	-4	8	2	10	5
M4 ag	2	1	5	1	-1	1	2	3

Part of the list above, reduced to CHRM4 PAM and M4 antag.
cpd | structure | CHRM4 PAM | M4 antag
4 | CCCC(=O)Nc1ccc(S(=O)(=O)N2CCOCC2)cc1 | 9 | -3
1 | Cc1cc(C)n(-c2nc(O)cc(=O)[nH]2)n1 | -3 | -1
6 | Cc1ccc(CSc2nnc(SCC(=O)N/N=C/C=C/c3ccco3)s2)cc1 | 2 | 6

Going on with the list:
9	CCCCCC(=O)Nc1cccc(C2=NOC3(C2)C[C@H](C(N)=O)N(C(=O)COc2ccc(Cl)cc2)C3)c1 (stereo partly drawn)
10	Cc1[nH]c2ccccc2c1/C=N/NC(=O)c1ccccc1
11	O=C(Nc1ccccn1)c1ccc(S(=O)(=O)c2ccc(Cl)cc2)cc1
12	Cc1cc(-n2c(C)cc(C(=O)CN3C(=O)C(=O)N(C)C3=O)c2C)no1
13	CCC(CC)C(=O)Nc1nnc(-c2cccs2)s1
14	COc1ccc(C(=O)Nc2ccc3c(c2)C(=O)N(C)C3=O)cc1OC
15	O=C(CCc1ccccc1)Nc1ccc(NC(=O)c2ccco2)nc1
16	NC(=O)C1CCN(C(=O)NC2CC(=O)N(c3ccc4c(c3)OCCO4)C2)CC1 (stereo not drawn)

Screen / compound no.	9	10	11	12	13	14	15	16
M4 antag	11	13	6	0	3	2	0	-8
CRFR2-BP ag	6.2	-0.3	-0.7	-0.5	0.4	-0.9	0.8	4.3
M5 PAM	-3	-1	-10	-11	2	3	7	-2
CHRM5 agonist	-5	-2	1	2	-1	0	-2	3
M1 PAM	6	1	-1	13	4	9	8	10
CRFR2-BP antag	16	1	-3	9	-18	11	6	18
CHRM4 PAM	10	-4	-5	7	-7	2	-2	9
M5 antag	12	5	15	6	-1	2	-2	-2
M4 ag	0	1	10	2	-1	1	4	-1

17	CCOC(=O)Cn1ncn(-c2ccc(OC(F)(F)F)cc2)c1=O
18	CCOc1ccc(-n2c(O)c(/C=N/c3ccnn3Cc3ccncc3)c3ccccc3c2=O)cc1
19	COc1ccc(CNC(=O)c2sc(=O)n(Cc3cc(Cl)ccc3OC)c2C)cc1
20	COc1ccc(C(=O)Nc2ccccc2C(=O)Nc2ccccc2C(=O)O)cc1
21	N#CCSc1nnc(Nc2ccccc2)s1
22	Nc1ccc(N2CCN(C(=O)c3cccs3)CC2)cc1
23	CCOc1ccc2c(c1)c(N=NC(N)=S)c(O)n2C
24	COc1cccc(CNC(=O)C2CCCN(c3ncnc4c3nc3n4CCCCC3)C2)c1 (stereo not drawn)

Screen / compound no.	17	18	19	20	21	22	23	24
M4 antag	4	-8	-15	1	7	-3	0	5
CRFR2-BP ag	2.7	5.7	nt	-2.5	-3.8	-2.6	-6.6	-1.0
M5 PAM	6	1	-11	-8	3	1	-3	-5
CHRM5 agonist	6	2	2	-2	0	0	-2	-4
M1 PAM	8	9	-7	2	6	-1	-4	3
CRFR2-BP antag	-13	-3	nt	27	12	8	17	7
CHRM4 PAM	1	-4	-16	8	-2	-2	-6	-5
M5 antag	0	8	1	18	-6	-5	12	7
M4 ag	2	1	21	-2	2	2	0	5

25	CN(Cc1cccc(C(F)(F)F)c1)C(=O)C1CCC(=O)N(CC2CCCCC2)C1 (stereo not drawn)
26	O=C(COc1ncnc2ccccc12)Nc1cc(S(=O)(=O)N2CCOCC2)ccc1Cl
27	COc1cc(C(=O)O)ccc1O
28	CCCCn1c(N)c(N(CC)C(=O)c2ccncc2)c(=O)[nH]c1=O
29	CCCCCC(O)CCC(=O)NNC1=CC(=O)CC(C)(C)C1 (stereo not drawn)
30	CC(C)(C)OC(=O)N1CCC[C@@H]1CO
31	Cc1ccc(-c2nnc(SCC(=O)Nc3cccnc3Cl)n2N)cc1
32	CC(C)CCNC(=O)CN1N=C(c2ccc(Cl)cc2)CCC1=O

Screen / compound no.	25	26	27	28	29	30	31	32
M4 antag	-17	1	-1	17	11	-3	-5	-10
CRFR2-BP ag	-2.3	2.6	-0.9	0.1	4.1	-1.5	1.1	-0.7
M5 PAM	0	0	-2	-16	2	1	3	2
CHRM5 agonist	-2	-2	1	2	3	0	-2	-4
M1 PAM	1	4	5	-9	6	-1	12	10
CRFR2-BP antag	8	-8	-1	-9	-2	20	-2	-1
CHRM4 PAM	6	0	3	-3	3	-1	8	6
M5 antag	-10	2	14	2	4	5	-1	8
M4 ag	3	2	1	2	0	1	0	1

33	CCc1nnc(NC(=O)CCC(=O)N2CCN(c3cc(Cl)ccc3C)CC2)s1
34	N#CCC(=O)N1CCCCCC1
35	COC(=O)c1[nH]c2ccccc2c1Sc1ccccc1
36	Cc1ccc(NC(=O)CN2C(=O)CSc3ccc(S(=O)(=O)N4CCCCC4)cc32)cc1
37	CN(C1CCCCC1)S(=O)(=O)c1ccc2c(c1)CCC(=O)N2
38	COc1ccc2c(c1)C(=O)N1[C@H]3c4cc(Br)ccc4OC[C@@H]3[C@H](c3ccccc3)[C@]1(C)C(=O)N2
39	Cc1ccc(NC(=S)N(CCCN2CCOCC2)Cc2ccccn2)cc1
40	O=C(Cn1ccc(NC(=O)OCc2ccccc2)nc1=O)NCc1nc2ccccc2[nH]1

Screen / compound no.	33	34	35	36	37	38	39	40
M4 antag	3	25	3	-10	2	5	3	-2
CRFR2-BP ag	-0.4	2.6	-0.2	3.0	0.2	2.4	-2.4	1.8
M5 PAM	-4	2	-12	-4	-7	-7	-3	-12
CHRM5 agonist	-3	1	-9	-5	2	0	-1	2
M1 PAM	-5	5	-13	9	9	-7	-3	-3
CRFR2-BP antag	-3	27	-27	-28	7	16	-24	-6
CHRM4 PAM	1	-2	-12	-2	1	-3	-2	4
M5 antag	6	0	6	10	8	10	4	18
M4 ag	3	3	-1	2	2	-1	1	1

41	O=C(c1ccc(=O)[nH]n1)N1CCN(S(=O)(=O)c2ccc(C(F)(F)F)cc2)CC1
42	O=C(CN(C(=O)c1ccccc1Cl)N1C(=O)CCCC1=O)c1ccc(Cl)cc1
43	COc1cccc(NC2=C(C#N)C(=O)NC(c3cccc(OC)c3O)S2)c1 (stereo not drawn)
44	COCCCNC(=S)NNC(=O)Cn1nc(C)c(Br)c1C
45	CCCCOc1ccc(CSc2nncn2N)cc1
46	CCCNC(=O)C(Cc1ccc(C(F)(F)F)cc1)NC(=O)c1ccc(C#N)cc1 (stereo not drawn)
47	COc1ccc(S(=O)(=O)N2CCOC2CNC(=O)C(=O)NCc2ccco2)cc1OC (stereo not drawn)
48	Cc1ccc(NC(=O)CSCC(=O)N2CCOCC2)cc1

Screen / compound no.	41	42	43	44	45	46	47	48
M4 antag	-16	-22	-8	-1	-14	-3	1	6
CRFR2-BP ag	-2.5	3.3	-1.1	-3.1	1.5	-1.3	0.2	28
M5 PAM	-11	9	1	5	2	6	-1	3
CHRM5 agonist	-9	-6	11	-2	-3	3	-1	0
M1 PAM	8	3	1	0	5	9	4	2
CRFR2-BP antag	10	17	-19	6	8	4	-3	-18
CHRM4 PAM	2	-4	13	6	-2	5	1	-4
M5 antag	-2	-10	-3	-1	0	5	8	-2
M4 ag	1	2	1	1	0	0	0	0

49	C[C@@H]1CN([C@H](C)CO)C(=O)c2cc(NS(=O)(=O)c3cn(C)cn3)ccc2O[C@@H]1CN(C)S(C)(=O)=O
50	COc1ccc(NC(=O)c2ccccc2NC(=O)C2CCCCC2C(=O)O)cc1 (stereo not drawn)
51	CCC(CC)C(=O)N1CCN(c2ccccc2)CC1
52	CC(C)c1ccc(-c2c(C#N)c(N)nc3c2CCCCC3)cc1

Screen / compound no.	49	50	51	52
M4 antag	-1	-1	4	17
CRFR2-BP ag	-1.7	0.0	0.0	3.2
M5 PAM	-8	0	1	2
CHRM5 agonist	4	-2	1	-2
M1 PAM	4	3	3	5
CRFR2-BP antag	0	25	1	11
CHRM4 PAM	4	5	-2	8
M5 antag	0	9	3	1
M4 ag	0	1	1	-1

Profiles, looked up by structure. Order of screens: M4 antag | CRFR2-BP ag | M5 PAM | CHRM5 agonist | M1 PAM | CRFR2-BP antag | CHRM4 PAM | M5 antag | M4 ag
`CCC(CC)C(=O)N1CCN(c2ccccc2)CC1` reads 4 | 0.0 | 1 | 1 | 3 | 1 | -2 | 3 | 1
`C[C@@H]1CN([C@H](C)CO)C(=O)c2cc(NS(=O)(=O)c3cn(C)cn3)ccc2O[C@@H]1CN(C)S(C)(=O)=O` reads -1 | -1.7 | -8 | 4 | 4 | 0 | 4 | 0 | 0
`CC(C)c1ccc(-c2c(C#N)c(N)nc3c2CCCCC3)cc1` reads 17 | 3.2 | 2 | -2 | 5 | 11 | 8 | 1 | -1
`COc1ccc(NC(=O)c2ccccc2NC(=O)C2CCCCC2C(=O)O)cc1` (stereo not drawn) reads -1 | 0.0 | 0 | -2 | 3 | 25 | 5 | 9 | 1
